Screening results deposited in PubChem BioAssay by several laboratories.
NSD2 HMT inh: inhibitors of human histone methyltransferase NSD2; NSD2 peptide methylation, AlphaScreen, 120 min; 0.54% of 310,000 active; O96028; inhibition, % at 12.5 µM; AID 743445; in the data active = inhibition above about 50%
PvdQ inh: P. aeruginosa PvdQ acylase inhibition; purified PvdQ acylase, fluorescence plate reader; inhibition, % at 10 µM; 0.063% of 340,000 active; AID 488965; in the data active = inhibition above about 30%, passing the limit was not always enough;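 note: 0% = vehicle neutral wells and 100% = reference inhibitor wells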
Arr AP2 block: human beta-arrestin and AP2 interaction inhibition. FITC-arrestin peptide / GST-AP2 beads, flow cytometry; AP2 beta2 appendage carries R879A mutation. inhibition, % at 10 µM. 0.31% of 340,000 active;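 active = inhibition above a set limit, near 3 SD of compounds lacking own fluorescence, cut at about 54% in these data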;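 note: plate controls were DMSO wells for no effect and 5 µM unlabelled arrestin peptide for full effect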
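test system = AP2 appendage R879A on GSH beads | buffer or medium = PBS plus Tween 20 (0.05%) and BSA (0.1%) | incubation = 12 min plus 1 h, RT | detection = bead flow cytometry, FITC channel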
DAGLB inhibitor: blocks human DAGLB lipase activity; Q8NCG7; HEK293T DAGLB membrane lysate, EnzChek fluorogenic substrate; inhibition, % at 5.17 µM; 0.059% of 340,000 active; AID 504411; in the data active = inhibition above about 34%;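 note: 0% = enzyme with vehicle and 100% = wells lacking enzyme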
Target sequence (Q8NCG7 whole entry, looked up): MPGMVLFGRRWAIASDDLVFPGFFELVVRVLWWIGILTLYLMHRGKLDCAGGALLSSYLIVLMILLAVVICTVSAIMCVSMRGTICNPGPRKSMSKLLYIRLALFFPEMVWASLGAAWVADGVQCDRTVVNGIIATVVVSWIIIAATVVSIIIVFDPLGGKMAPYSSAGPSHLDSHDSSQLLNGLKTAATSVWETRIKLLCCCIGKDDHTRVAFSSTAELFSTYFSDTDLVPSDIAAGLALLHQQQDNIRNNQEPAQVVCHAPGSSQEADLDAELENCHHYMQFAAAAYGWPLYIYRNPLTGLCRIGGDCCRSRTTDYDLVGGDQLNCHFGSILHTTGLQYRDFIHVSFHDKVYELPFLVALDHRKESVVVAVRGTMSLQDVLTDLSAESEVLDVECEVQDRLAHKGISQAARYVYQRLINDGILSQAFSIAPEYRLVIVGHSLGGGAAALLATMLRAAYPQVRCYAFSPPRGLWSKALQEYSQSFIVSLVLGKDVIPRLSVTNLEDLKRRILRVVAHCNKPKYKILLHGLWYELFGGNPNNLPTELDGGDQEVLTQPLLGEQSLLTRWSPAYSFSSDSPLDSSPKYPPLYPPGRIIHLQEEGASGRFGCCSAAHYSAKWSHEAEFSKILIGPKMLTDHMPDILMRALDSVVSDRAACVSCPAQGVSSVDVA
C-LANA FP: blocks KSHV LANA C-terminal domain binding to DNA; MBP-C-LANA/FAM-LBS DNA binding, fluorescence polarization; inhibition, % at 9 µM; 0.078% of 340,000 active; AID 504423;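 active = highest replicate inhibition at or above 60% at 9 µM, even if other replicates fall short; inactive = all replicates below 60% inhibition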;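 note: 0% = neutral control wells and 100% = 4 µM acridine orange control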
SR-BI DiI-HDL act: enhances SR-BI lipid uptake from DiI-HDL. CHO ldlA[mSR-BI] cells, DiI-HDL uptake fluorescence, 3 h; 100 = double the neutral-control signal. activation, % at 12.5 µM. 0.096% of 320,000 active;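 active = mean replicate activation of at least 60% and every replicate at or above 60%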;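 note: 0% = median plate neutral-control signal and 100% = twice that signal; values of inactives mirror those of a sister screen read the other way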
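System: CHO ldlA[mSR-BI] cells / Medium: HEPES-buffered (25 mM, pH 7.4) F12 plus 0.5% BSA / Probe or stimulus: labelled HDL, 10 µg/mL / Doses: single compound concentration, delivered by pin transfer / Schedule: 3 h, 37 °C / Measured by: DiI fluorescence, bottom read / Measure: cell-associated DiI fluorescence as measure of HDL uptake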
SR-BI HDL uptake: inhibitors of mouse SR-BI mediated HDL lipid uptake; Q61009; ldlA[mSR-BI] CHO cells, DiI-HDL uptake fluorescence, 3 h; inhibition, % at 12.5 µM; 0.96% of 320,000 active; AID 488896;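 active = mean replicate inhibition of at least 70% and a set share of replicates each scoring 70 or more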;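 note: 0% = median of neutral control wells and 100% = median of positive control wells; values of inactives mirror those of a sister screen read the other way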
PKA-R2B activ: PKA-R2B complex activation; activation, % at 11.4 µM; PKA-R2B holoenzyme dissociation, Cy5-IP20 fluorescence polarization; R2B truncated from residue 108, S112A mutant; 0% DMSO only, 100% 113 µM cGMP; P22694+P31323; 0.079% of 340,000 active;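 active = activation above a cutoff set at the mean over all compounds plus 3 SD, cut at about 18% in these data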;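 note: higher means more holoenzyme dissociation and a rise in polarization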
Target sequence (P31323 whole entry, looked up, other chains not shown, the tested form may be a part): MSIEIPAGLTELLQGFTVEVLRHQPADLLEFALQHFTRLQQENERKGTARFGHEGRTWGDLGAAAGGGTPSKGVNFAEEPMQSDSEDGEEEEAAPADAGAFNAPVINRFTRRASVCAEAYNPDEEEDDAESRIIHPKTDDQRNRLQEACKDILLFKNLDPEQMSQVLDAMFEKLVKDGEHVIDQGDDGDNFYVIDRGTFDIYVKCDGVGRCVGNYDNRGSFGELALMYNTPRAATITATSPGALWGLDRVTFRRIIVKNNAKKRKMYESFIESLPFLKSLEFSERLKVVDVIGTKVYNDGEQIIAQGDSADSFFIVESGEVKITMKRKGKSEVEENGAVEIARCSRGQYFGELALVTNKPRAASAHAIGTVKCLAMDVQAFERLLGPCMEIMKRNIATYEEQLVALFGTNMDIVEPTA
Cardiac RTF inh: cardiac RTF calcium desensitization. P19429+P45379. IANBD-labeled cardiac RTF, Ca2+ fluorescence. inhibition, % at 7.15 µM. 0.12% of 340,000 active. AID 493244;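 active = inhibition above the mean inhibition of all tested compounds plus 3 SD, cut at about 17% in these data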;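 note: assay run at fixed EC70 calcium of 1.6 mM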
Keap1 Nrf2 FP: disrupts human Keap1 binding to Nrf2 peptide | Q14145 | Keap1 Kelch-Nrf2 peptide fluorescence polarization, 1536-well | inhibition, % at 9.4 µM | 0.15% of 340,000 active | AID 504523; in the data active = inhibition above about 12%;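 note: human Keap1 Kelch domain with fluorescein labeled Nrf2 9mer peptide probe; 0% = neutral control wells and 100% = peptide positive control; higher means more block of Keap1 binding to Nrf2 peptide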
* = called active by the depositor; x = not tested or not shown.

SMILES	NSD2 HMT inh	PvdQ inh	Arr AP2 block	DAGLB inhibitor	C-LANA FP	SR-BI DiI-HDL act	SR-BI HDL uptake	PKA-R2B activ	Cardiac RTF inh	Keap1 Nrf2 FP
COc1ccccc1N1CCN(C(=O)c2n[nH]c3ccccc23)CC1	0	-5	-8	-2	-1.0	-20	20	3	-6	1
C=CCOc1c(Br)cc(CNc2ccc(NC(=O)CCC)cc2)cc1OCC	-1	-16	11	-6	1.4	-46	46	-2	-7	-7
Cc1ccccc1NC(=O)COC(=O)[C@@H]1CCCN1C(=O)c1cccs1	-5	3	16	1	-0.8	7	-7	3	-3	3
Oc1c(C(c2cccs2)N2CCOCC2)sc2ncnn12 (centres undefined)	x	-17	1	-1	0.3	15	-15	-7	-5	-4
COc1ccc(CCN(C)C(=O)c2ccc(S(=O)(=O)Nc3ccccc3F)cc2)cc1OC	x	7	24	-3	-1.9	23	-23	6	-6	0
Cc1ccc(NC(=O)Nc2ccc([N+](=O)[O-])cc2)nc1	-6	-14	8	-1	-2.2	-38	38	8	5	-2
CSCC[C@H](NC(=O)[C@@H]1CSC2c3ccccc3C(=O)N21)C(=O)NCc1ccco1 (some centres undefined)	-3	-14	-3	2	0.1	9	-9	-7	-1	-8
Cc1ccc(CN2CCN(CC(=O)N/N=C/c3c[nH]c4ccccc34)CC2)cc1	2	-3	1	2	2.4	-45	45	2	8	-1
O=C(c1cc(-c2ccc(Cl)cc2)n(-c2cc(Cl)ccc2Cl)n1)N1CCOCC1	1	17	2	0	-1.2	2	-2	3	-6	-7
O=P1(O)Cc2ccccc2-c2ccccc21	-1	10	4	2	-2.8	2	-2	9	-8	5
C1=CC2C3C=CC(C3)C2C1 (centres undefined)	x	-8	-10	1	-2.1	-1	1	-3	-4	5
CCOc1cc(C2C(C(=O)OC)=CN(Cc3ccc(Cl)cc3)C=C2C(=O)OC)ccc1O	0	-16	2	-2	-0.4	-5	5	-5	-4	-3
CCCC(C)NC(=O)c1ccc(F)cc1 (centres undefined)	-5	-13	2	0	0.3	x	x	-14	-9	-3
O=S(=O)(Nc1ccccn1)c1ccc(C2CCCCC2)cc1	1	7	3	1	0.2	5	-5	1	-3	-3
O=S(=O)(c1ccc2c(c1)OCCO2)N1CCN(Cc2ccccc2)CC1	-1	-29	9	-7	-1.0	x	14	10	-7	-7
CCN(CC)c1ncn(Cc2c(Cl)cccc2Cl)c2ncnc1-2	-2	11	13	-7	0.9	-11	11	-4	-2	1
COc1ccc(NC(=O)CCc2nnc3ccc(N4CCC(C)CC4)nn23)cc1OC	0	-16	1	1	0.0	6	-6	2	-2	-3
O=C(NNS(=O)(=O)c1ccc(F)cc1)c1cnn(-c2ccccc2)c1C(F)(F)F	0	-13	5	-3	-2.2	21	-21	-1	2	-3
CCCSc1nsc(NC(=O)c2cccnc2OCC)n1	-4	6	1	-9	0.8	-6	6	8	-18	-2
O=C(O)CCC(=O)c1ccc2c(c1)OCCO2	x	-5	-2	-1	-1.0	23	-23	-1	-4	4
Cc1ccc(NC(=O)/C(CN(C)C)=N\O)cc1	x	-9	2	-1	-0.5	-3	3	2	-1	3
CC1Cn2c(nnc2-c2cccc(Cl)c2)S1 (centres undefined)	x	-13	-10	-2	-0.5	8	-8	1	-13	4
O=C(N/N=C/c1c(Cl)cccc1Cl)c1n[nH]c2c1CCCC2	-3	-11	10	-1	-0.1	-8	8	5	-6	-5
COC(=O)c1cccc(-c2ccc(/C=N/N3C(=O)C4C5C=CC(C6CC56)C4C3=O)o2)c1 (centres undefined)	-1	11	32	-5	1.8	12	-12	-4	-2	-2
COc1ccc(-n2nc(C(=O)Nc3ccc4c(c3)OCO4)c3c4ccccc4n(C)c3c2=O)cc1	0	-3	11	-2	0.6	-4	4	4	-9	5
CC(C)Nc1nnc(SC(C)C(=O)Nc2ccc(N3CCOCC3)cc2)s1 (centres undefined)	0	-5	-3	3	0.7	-33	33	-1	1	-3
CC(=O)c1cccc(NC(=O)Nc2nc(C)cc(C)n2)c1	-7	-6	31	1	1.7	4	-4	2	-10	0
CC1(C)C(=O)OC(c2cccs2)C2(CCCCC2)C1=O (centres undefined)	0	-19	1	-2	-0.9	-8	33	0	-11	-1
Cc1cc(C)c(C)c(/C=C(/C#N)C(N)=S)c1C	1	-10	1	-2	0.0	-25	25	-7	-4	-4
Cc1ccccc1NC(=S)N1CCCN(Cc2ccc(F)cc2)C1	7	3	28	-1	-0.4	39	-39	4	6	-5

Compound profiles (already shown).
CCCSc1nsc(NC(=O)c2cccnc2OCC)n1 is listed as NSD2 HMT inh: -4; PvdQ inh: 6; Arr AP2 block: 1; DAGLB inhibitor: -9; C-LANA FP: 0.8; SR-BI DiI-HDL act: -6; SR-BI HDL uptake: 6; PKA-R2B activ: 8; Cardiac RTF inh: -18; Keap1 Nrf2 FP: -2
Cc1cc(C)c(C)c(/C=C(/C#N)C(N)=S)c1C is listed as NSD2 HMT inh: 1; PvdQ inh: -10; Arr AP2 block: 1; DAGLB inhibitor: -2; C-LANA FP: 0.0; SR-BI DiI-HDL act: -25; SR-BI HDL uptake: 25; PKA-R2B activ: -7; Cardiac RTF inh: -4; Keap1 Nrf2 FP: -4

Back to the main list with the 5 entries that preceded the break.
SMILES	NSD2 HMT inh	PvdQ inh	Arr AP2 block	DAGLB inhibitor	C-LANA FP	SR-BI DiI-HDL act	SR-BI HDL uptake	PKA-R2B activ	Cardiac RTF inh	Keap1 Nrf2 FP
CC(C)Nc1nnc(SC(C)C(=O)Nc2ccc(N3CCOCC3)cc2)s1 (centres undefined)	0	-5	-3	3	0.7	-33	33	-1	1	-3
CC(=O)c1cccc(NC(=O)Nc2nc(C)cc(C)n2)c1	-7	-6	31	1	1.7	4	-4	2	-10	0
CC1(C)C(=O)OC(c2cccs2)C2(CCCCC2)C1=O (centres undefined)	0	-19	1	-2	-0.9	-8	33	0	-11	-1
Cc1cc(C)c(C)c(/C=C(/C#N)C(N)=S)c1C	1	-10	1	-2	0.0	-25	25	-7	-4	-4
Cc1ccccc1NC(=S)N1CCCN(Cc2ccc(F)cc2)C1	7	3	28	-1	-0.4	39	-39	4	6	-5
C=Cc1ccc(CSc2cc(C)nc3nc(C)nn23)cc1	x	-14	11	0	1.2	-4	4	-10	1	-4
Oc1cc(-c2ccncc2)cc2cccnc12	x	-1	8	2	-0.6	-9	9	1	-6	0
N#Cc1ncc(Cl)c2ccccc12	-1	-14	-2	-3	10	x	x	8	-8	2
COc1ccc2c(c1)[nH]c1c(=O)n(CCN3CCOCC3)cnc12	x	-11	-6	1	1.2	-1	1	-2	0	3
COc1ccccc1NC(=O)CC1C(=O)NCCN1C(=O)Nc1ccccc1 (centres undefined)	-1	-7	1	1	0.3	-7	7	3	-2	-4
COc1ccc(OC)c(N2C(=O)[C@@H]3C(c4ccccc4Cl)=NO[C@@H]3C2=O)c1	6	-15	3	-5	10	-28	28	2	4	-2
COc1cccc(C#Cc2c(CO)[nH]c3ccccc23)c1	x	-7	-10	0	1.7	20	-20	-7	6	-2
O=C(NC(CC(=O)N1CCN(c2ccccc2O)CC1)c1ccccc1)c1ccccc1Cl (centres undefined)	-3	10	-1	0	-0.4	-20	20	-15	0	-1
O=C1c2ccccc2C(Nc2ccc3c(c2)OCO3)N1Cc1ccc2c(c1)OCO2 (centres undefined)	x	-13	1	4	0.7	-1	1	7	1	0
CCN(CC)C(=S)Nc1cc(C(=O)OC)ccc1C(=O)OC	-2	2	26	-2	0.0	-4	4	-9	-9	-2
CN(C)/C=N/c1nc(-c2ccc3c(c2)OCO3)cs1	-31	-6	5	2	0.0	-19	19	-7	-2	0
CCN1C(=C2C(=O)c3ccccc3C2=O)C=Cc2ccccc21	4	2	-6	2	0.3	-15	15	3	-1	1
CCOc1ccc(C(=O)Nc2cccc3nsnc23)cc1[N+](=O)[O-]	-1	5	3	0	0.2	-35	35	-8	-10	1
CN(c1ccccc1)S(=O)(=O)c1cccc(NC(=O)c2ccc(=O)[nH]c2)c1	-2	1	24	-1	-0.5	-20	20	7	2	2
CCCC(=O)C1=C(O)C(C(=O)OC)C(C)(C)CC1=NC(C)C (centres undefined)	2	4	25	0	0.2	22	-22	0	-5	2
CC(=O)N1CCCc2cc(S(=O)(=O)N3CCN(C4CCCCC4)CC3)ccc21	3	-12	1	0	1.9	3	-3	-14	-2	0
Cc1ccccc1NC(=O)c1cccc(NC(=O)CCC(=O)O)c1	-1	4	7	-2	2.1	9	-9	0	5	-3
CCOC(=O)C(CC)(CC)C(=O)/C=C/c1ccc(OC)cc1	-2	3	3	-15	-5.2	4	-4	2	3	-2
COc1ccc(NC(=O)CN(C)C(=O)c2cc(-c3ccc(Cl)cc3)nc3ccccc23)cc1	-1	-3	14	-4	-0.2	-27	27	3	-9	3
Nc1nc2c(nc(SCc3ccccc3Br)n2[C@@H]2O[C@H](CO)[C@@H](O)[C@H]2O)c(=O)[nH]1	x	1	32	-1	4.2	-11	11	1	3	2
COCC(=O)N1CCC(n2nccc2NC(=O)c2ccccc2OC)CC1	-3	-20	-4	1	0.3	28	-28	-10	-7	-7
Cc1cc(C(=O)CS(=O)(=O)c2ccc(F)cc2)cc(C)c1O	-1	10	67*	-4	-1.0	33	-33	3	-6	3
N/C(=N\O)c1ccccc1N1CCCCC1	-2	6	14	1	-0.2	15	-15	-6	13	-4
CCc1nc(SCC(=O)Nc2ccnc3ccccc23)n[nH]1	1	-3	-3	0	-0.7	19	-19	3	5	0
CC1CCCC(NC(=O)COC(=O)CCC2CCCC2)C1C (centres undefined)	-3	-10	0	-3	-1.2	x	x	-3	1	-5
CC1(c2nnc(-c3ccc(F)cc3)o2)CC(c2ccccc2)=NO1 (centres undefined)	x	7	27	-5	0.1	23	-23	-2	14	-2
NS(=O)(=O)c1ccc(CCNC(=O)C2CCCCN2S(=O)(=O)c2ccccc2)cc1 (centres undefined)	-3	-2	13	2	-0.8	-2	2	15	-6	6
O=C(N/N=C/c1ccccc1)c1cccc2ccccc12	-3	2	27	-2	-1.2	4	-4	-5	1	3
O=C(Cc1ccc(F)cc1)NC(Cc1c[nH]c2ccccc12)C(=O)O (centres undefined)	28	-10	11	-1	0.1	x	x	4	-14	-3
CCOc1ccc(-n2ccnc2SCC(=O)Nc2nnc(CC)s2)cc1	4	4	3	-4	-3.4	16	-16	2	5	0
CNc1c(N)n(Cc2ccccc2)c(=O)[nH]c1=O	64*	-13	5	-1	28	21	-21	6	-15	8
C[C@H](NC(=O)C1CCN(C(=O)[C@H](Cc2ccccc2)NC(=O)OC(C)(C)C)CC1)C(=O)O	-1	-21	-4	-1	1.2	20	-20	0	-11	-4
CC(Nc1ccccc1N1CCCCC1)C(=O)N1CCc2ccccc21 (centres undefined)	-4	-6	5	-2	-1.4	-7	7	-1	-2	-2
C[C@@H]1CC=C[C@H]2[C@H]1C(=O)N(Cc1ccccc1)[C@H]2c1ccc(/C=C/c2ccccc2)cc1F	x	6	5	-13	0.9	-3	3	-8	-2	0

Random draw from the library; about 2.1% have a hit in one of these screens.
